MLLE-PAM2 inh: inhibitors of PABP1 MLLE–PAM2 peptide binding, primary screen, biochemical, fluorescence polarization, FITC-PAM2, GST-MLLE | Polyadenylate-binding protein 1 (Homo sapiens), P11940 | inhibition, % at 20 µM | 360,000 compounds, 0.36% hits | AID 588489, 2011; in the data active = inhibition above about 35%, passing the limit was not always enough;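 also: plate controls were DMSO wells with GST-MLLE for no effect and wells lacking GST-MLLE protein for full effect; some results filed as inactive read as strong as hits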
MsrA inhibitor: bovine MsrA enzyme inhibitors, primary screen, biochemical, absorbance, HTS; 360,000 compounds, 0.75% hits; Methionine sulfoxide reductase A (Bos taurus); purified bovine MsrA, absorbance read-out; AID 651718, 2012; inhibition, % at 15.5 µM; in the data active = inhibition above about 4.5%;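 also: 0% = vehicle wells with enzyme and 100% = reference inhibitor wells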
MT1-MMP act inh: blockers of MT1-MMP proenzyme processing, primary screen, HT1080 RFP-PRO-GFP cells, GFP/RFP fluorescence; Matrix metalloproteinase-14 (Homo sapiens), P50281; GFP/RFP ratio fluorescence, overnight; percent of plate control window, DMSO zero; GFP/RFP ratio change, % at 20 µM; 360,000 compounds, 0.061% hits;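 active = GFP/RFP ratio change of at least 30% with cell ATP level not reduced by more than half and red fluorescence within 50% of control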; also: strong numbers were not always called active
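Assay system: HT1080 RFP-PRO-GFP cells | Dosing: 20 µM single dose, 1% DMSO | Incubation: Cells overnight before dosing, compound overnight, 37 °C, 5% CO2 | Evaluation: GFP/RFP fluorescence ratio | Control set: DMSO-only wells and HT1080 RFP-L50D-GFP cell wells as references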
MsrA act: bovine MsrA enzyme activators, primary screen, biochemical, absorbance, HTS; Methionine sulfoxide reductase A (Bos taurus); AID 602163, 2012; activation, % at 10.6 µM; purified bovine MsrA, absorbance read-out; 360,000 compounds, 0.3% hits; in the data active = activation above about 7.5%;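 also: 0% = vehicle and 100% = reference activator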
FAS TE block: FAS thioesterase domain inhibitors, primary screen, biochemical, fluorescence intensity, uHTS; Fatty acid synthase (Homo sapiens), P49327; recombinant FAS-TE, OMFH fluorogenic substrate, fluorescence endpoint; inhibition, % at 15 µM; 360,000 compounds, 0.67% hits;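 active = compounds whose normalised, plate-corrected inhibition of enzyme fluorescence in the single-dose primary screen is 50% or more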;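 also: 0% = DMSO with enzyme and 100% = substrate without enzyme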
Rpn11 block: Rpn11 (PSMD14) deubiquitinase inhibitors, primary screen, biochemical, fluorescence polarization, uHTS; 26S proteasome non-ATPase regulatory subunit 14 (Homo sapiens), O00487; human 26S proteasome, Ub4-pepOG fluorescence polarization; 20S core pre-blocked with epoxomicin; calls only at 20 µM; 360,000 compounds, 0.59% hits;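 active = inhibition at 20 µM, scaled to each plate's controls, above about 33%, limit read from the data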
Rin1 Abl inh: inhibitors of Rin1-Abl protein binding, primary screen, biochemical, TR-FRET | 360,000 compounds, 0.4% hits | Tyrosine-protein kinase ABL1 (Homo sapiens) + Ras and Rab interactor 1 (Homo sapiens), … | inhibition, % at 7.35 µM; in the data active = inhibition above about 5%, passing the limit was not always enough
Target sequence (P00519 whole entry, looked up): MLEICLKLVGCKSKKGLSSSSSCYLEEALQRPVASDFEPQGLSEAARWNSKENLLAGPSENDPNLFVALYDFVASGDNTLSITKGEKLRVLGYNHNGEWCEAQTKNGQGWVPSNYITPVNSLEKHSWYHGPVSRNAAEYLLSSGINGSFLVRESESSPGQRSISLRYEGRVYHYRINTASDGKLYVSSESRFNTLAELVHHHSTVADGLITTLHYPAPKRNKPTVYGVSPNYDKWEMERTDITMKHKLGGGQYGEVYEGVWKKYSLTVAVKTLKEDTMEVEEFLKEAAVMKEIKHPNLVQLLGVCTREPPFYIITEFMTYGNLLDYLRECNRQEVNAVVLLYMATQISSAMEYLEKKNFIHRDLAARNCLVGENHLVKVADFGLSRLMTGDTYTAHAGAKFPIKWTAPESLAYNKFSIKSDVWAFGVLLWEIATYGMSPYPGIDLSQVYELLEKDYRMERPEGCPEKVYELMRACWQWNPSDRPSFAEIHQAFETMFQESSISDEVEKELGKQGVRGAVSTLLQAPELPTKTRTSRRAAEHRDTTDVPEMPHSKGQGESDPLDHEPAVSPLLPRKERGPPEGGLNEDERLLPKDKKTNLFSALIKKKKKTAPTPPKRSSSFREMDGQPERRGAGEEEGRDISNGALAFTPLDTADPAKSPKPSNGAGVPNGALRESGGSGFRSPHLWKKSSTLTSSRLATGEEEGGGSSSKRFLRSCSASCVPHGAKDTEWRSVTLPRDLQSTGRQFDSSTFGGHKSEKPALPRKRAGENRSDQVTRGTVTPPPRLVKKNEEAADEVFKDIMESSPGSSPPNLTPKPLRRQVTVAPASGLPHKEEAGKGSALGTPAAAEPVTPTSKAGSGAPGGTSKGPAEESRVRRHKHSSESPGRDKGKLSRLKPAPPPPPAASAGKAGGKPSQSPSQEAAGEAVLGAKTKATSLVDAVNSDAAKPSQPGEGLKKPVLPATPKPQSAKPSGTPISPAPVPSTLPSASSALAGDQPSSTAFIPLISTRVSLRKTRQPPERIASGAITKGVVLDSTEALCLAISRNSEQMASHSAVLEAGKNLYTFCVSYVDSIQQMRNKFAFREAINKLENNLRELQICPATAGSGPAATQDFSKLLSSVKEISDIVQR
Target sequence (Q13671 whole entry, looked up): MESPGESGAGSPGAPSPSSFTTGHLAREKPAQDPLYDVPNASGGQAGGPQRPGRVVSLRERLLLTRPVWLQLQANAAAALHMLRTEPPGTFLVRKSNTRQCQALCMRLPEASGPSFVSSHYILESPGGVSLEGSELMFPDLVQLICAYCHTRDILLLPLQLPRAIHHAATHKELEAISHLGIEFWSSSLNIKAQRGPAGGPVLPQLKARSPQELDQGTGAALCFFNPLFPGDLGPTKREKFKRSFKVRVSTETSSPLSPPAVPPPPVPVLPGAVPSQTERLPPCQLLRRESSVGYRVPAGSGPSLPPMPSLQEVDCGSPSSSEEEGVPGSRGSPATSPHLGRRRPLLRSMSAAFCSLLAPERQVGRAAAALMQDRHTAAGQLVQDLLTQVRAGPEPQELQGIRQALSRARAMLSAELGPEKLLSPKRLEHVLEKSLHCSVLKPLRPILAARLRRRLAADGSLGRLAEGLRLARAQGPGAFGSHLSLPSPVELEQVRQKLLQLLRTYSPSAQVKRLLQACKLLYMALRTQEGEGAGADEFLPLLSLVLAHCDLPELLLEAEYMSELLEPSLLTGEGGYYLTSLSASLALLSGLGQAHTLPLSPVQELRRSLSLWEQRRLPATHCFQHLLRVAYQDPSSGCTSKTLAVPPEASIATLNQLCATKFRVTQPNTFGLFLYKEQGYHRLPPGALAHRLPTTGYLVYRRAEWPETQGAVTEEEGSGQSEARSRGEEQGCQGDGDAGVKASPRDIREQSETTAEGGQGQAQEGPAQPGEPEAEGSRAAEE
CSN inh: inhibitors of CSN-mediated cullin deneddylation, primary screen, biochemical, fluorescence polarization, uHTS; COP9 signalosome complex subunit 5 (Homo sapiens), Q92905; Purified CSN, SCF-Nedd8-OG deneddylation; inhibition, % at 12.5 µM; 360,000 compounds, 0.38% hits; AID 651999, 2013;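 active = pattern-corrected inhibition above about 35%, with an unprinted fluorescence ratio check between 0.5 and 1.5, limit read from the data, passing the limit was not always enough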;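 also: 0% = enzyme with substrate and 100% = substrate without enzyme; some results filed as inactive read as strong as hits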
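Assay system: purified human Csn5 enzyme expressed in HEK293T cells; Input: 0.24 nM Csn5 enzyme, final concentration; Reagent: 10 nM SCFSkp2-Nedd8OG; Compound dosing: 12.5 µM single point; Times: reaction 90 min, room temperature; Technique: fluorescence polarization readout.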
eLon inh: inhibitors of E. coli Lon protease, primary screen, biochemical, fluorescence polarization; P0A9M0; purified E. coli Lon protease; inhibition, % at 7.94 µM; 360,000 compounds, 0.42% hits; AID 602123, 2011; in the data active = inhibition above about 13%, passing the limit was not always enough;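 also: 0% = enzyme with probe and DMSO and 100% = no enzyme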
Numbers without * were called inactive; i = inactive; . = no result given.

Short forms – A = MLLE-PAM2 inh; B = MsrA inhibitor; C = MT1-MMP act inh; D = MsrA act; E = FAS TE block; F = Rpn11 block; G = Rin1 Abl inh; H = CSN inh; I = eLon inh
structure: O=[N+]([O-])c1cccc(-c2n[nH]c(=S)n2-c2ccc(Br)cc2)c1
  A: -15	B: -0.4	C: 1	D: -4	E: 5	F: i	G: 3	H: 3	I: -13
structure: Cc1occc1C(=O)Nc1ccc(S(N)(=O)=O)cc1
  A: 19	B: -0.7	C: 2	D: -4	E: -7	F: i	G: 1	H: 11	I: -4
structure: S=C(Nc1ccccc1)N1CCN(c2ccccc2)CC1
  A: -115	B: -0.5	C: 5	D: -3	E: 1	F: i	G: 1	H: -1	I: -2
structure: CC(CCc1ccccc1)NC(=O)c1cccc(F)c1 (configuration not stated)
  A: 17	B: -0.9	C: 1	D: 1	E: 2	F: i	G: 1	H: 0	I: -6
structure: CCCCCC(=O)N1C[C@@H](n2cc(-c3ccc(F)cc3)nn2)[C@H](O)C[C@@H]1c1ccccc1
  A: 10	B: -1.1	C: 5	D: -3	E: 23	F: i	G: -5	H: 9	I: -2
structure: CC(C)COP(=O)(c1ccc(N(C)C)cc1)C(O)c1ccncc1 (configuration not stated)
  A: -1	B: 0.7	C: 1	D: 0	E: -9	F: i	G: -1	H: -4	I: 6
structure: CCOc1ncccc1C(=O)Nc1cc(S(=O)(=O)N2CCCCC2)ccc1C
  A: 4	B: -0.2	C: 0	D: -2	E: -4	F: i	G: -2	H: -1	I: 12
structure: CN1Cc2c(N3CCOCC3)nc3sc(C(=O)c4ccccc4)c(N)c3c2CC1(C)C
  A: -9	B: 1.4	C: -2	D: -1	E: 5	F: i	G: 1	H: 1	I: -7
structure: CCCNC(=O)C(Cc1ccccc1)NC(=O)Cc1ccccc1 (configuration not stated)
  A: 5	B: -0.4	C: -1	D: -1	E: -10	F: i	G: 0	H: -1	I: -3
structure: CCOC(=O)N1CCC(n2c(=S)[nH]c3cc(OC)c(OC)cc3c2=O)CC1
  A: -55	B: 0.4	C: 2	D: -3	E: 0	F: i	G: 0	H: -2	I: -4
structure: COc1ccc(OC)c(S(=O)(=O)N2CCNCC2)c1
  A: -6	B: 1.8	C: -7	D: -3	E: -4	F: i	G: -6	H: 6	I: -6
structure: Cc1csc(NC(=O)C2CC(=O)N(c3ccc4c(c3)OCCO4)C2)n1 (configuration not stated)
  A: -3	B: -0.6	C: 3	D: 7	E: -7	F: i	G: 0	H: -1	I: -12
structure: CC1(C)C2CCC1(C)C(OC(=O)CSc1nc(N)cc(=O)[nH]1)C2 (configuration not stated)
  A: 1	B: 0.2	C: -4	D: -3	E: -4	F: i	G: -1	H: 3	I: 7
structure: Cc1ccc(CNC(=O)Cc2noc3ccccc23)cc1
  A: 6	B: 1.2	C: 4	D: -5	E: 3	F: i	G: 7	H: 0	I: -7
structure: NC(=O)c1ccc(NC(=O)CNC(c2ccccc2)c2ccccc2)cc1
  A: -3	B: -0.9	C: -10	D: -12	E: -4	F: i	G: -3	H: 3	I: 0
structure: COc1ccc([N+](=O)[O-])cc1NC(=O)C1(c2ccccc2)CCOCC1
  A: -5	B: 2.2	C: -2	D: -5	E: 51*	F: i	G: 0	H: -4	I: 1
structure: COCCNC(=O)C1(C)CCCN(Cc2ccc(-n3ccnc3)cc2)C1 (configuration not stated)
  A: -19	B: -0.5	C: -3	D: -8	E: -6	F: i	G: 4	H: -2	I: -5
structure: CCCCc1ccc(NC(=O)N2CCN(c3cc(C)nc4ccccc34)CC2)c(C)c1
  A: 6	B: .	C: -4	D: -4	E: 3	F: i	G: 0	H: 1	I: 2
structure: CS(=O)(=O)c1ccc(-c2cccc(NC(=O)c3ccc(Br)o3)c2)nn1
  A: 5	B: -0.1	C: -1	D: -7	E: -11	F: i	G: 4	H: -1	I: 3
structure: CCC1CCCCN1C(=O)CCNS(=O)(=O)c1ccc2c(c1)oc(=O)n2C (configuration not stated)
  A: -18	B: -1.0	C: 1	D: -8	E: -4	F: i	G: -1	H: 2	I: 2
structure: O=S(=O)(c1ccc(N2CCOCC2)nc1)N(Cc1ccccn1)Cc1ccccn1
  A: -1	B: -1.2	C: 0	D: -4	E: 1	F: i	G: 1	H: -1	I: 5
structure: O=C(Nc1nc(-c2ccccn2)cs1)c1ccc(Br)s1
  A: 1	B: 1.3	C: 4	D: -1	E: 4	F: i	G: 1	H: 1	I: 4
structure: Cc1cc(=O)oc2cc(OCC(=O)Nc3ccc(CN4CCOCC4)cc3)c(Cl)cc12
  A: 5	B: 0.7	C: 1	D: -6	E: 3	F: i	G: 6	H: -3	I: 0
structure: CC1=C(C(=O)N(C(C)C)C(C)C)CC(CC(=O)NCCN2CCOCC2)C(=O)N1Cc1ccc(C(C)(C)C)cc1 (configuration not stated)
  A: 11	B: 2.2	C: 1	D: 0	E: 3	F: i	G: 3	H: -4	I: 0
structure: CC1=C(C(=O)OCc2ccccc2)C(c2cccnc2)n2ncnc2N1 (configuration not stated)
  A: 1	B: -0.1	C: 0	D: -12	E: -10	F: i	G: -1	H: -5	I: 6
structure: Nc1nc(NCCc2ccccc2)nc(NCc2ccccc2)c1[N+](=O)[O-]
  A: 5	B: 0.6	C: -2	D: 1	E: 31	F: i	G: -1	H: 2	I: -6
structure: Cc1nccn1CC(O)COc1ccccc1 (configuration not stated)
  A: 8	B: 0.3	C: 3	D: 3	E: -3	F: i	G: 1	H: -4	I: -7
structure: CN1C2=C(C(=O)CC(C)(C)C2)C(c2cccs2)C2=C1CC(C)(C)CC2=O
  A: 5	B: 0.6	C: -4	D: -4	E: 2	F: i	G: -1	H: 2	I: 3
structure: Cc1nc2ccccc2n1CC(=O)N1CC(=O)Nc2ccccc21
  A: 2	B: 0.6	C: 5	D: -12	E: -9	F: i	G: 2	H: 0	I: -12
structure: Cc1ccc2nc(-c3ccccn3)cc(C(=O)NCCc3ccc(F)cc3)c2c1
  A: 1	B: 2.4	C: 1	D: -5	E: 5	F: i	G: 1	H: 5	I: 8
structure: CCN(CC)CCCNC(=O)CCc1c(C)n(CC)c2cc(-c3ccccc3OC)nn2c1=O
  A: 6	B: 0.8	C: 2	D: -3	E: -6	F: i	G: 0	H: 5	I: -1
structure: CC(=O)NCc1ccc(S(=O)(=O)NC(C)CCc2ccccc2)cc1 (configuration not stated)
  A: -1	B: 0.4	C: 2	D: -3	E: -3	F: i	G: 1	H: 3	I: 2
structure: CCC(NC(=S)NCc1ccc(F)cc1)c1ccccc1 (configuration not stated)
  A: -50	B: 1.3	C: -1	D: -9	E: 8	F: i	G: 1	H: 3	I: 6
structure: Nc1c(-c2ccc(Cl)cc2)cnn1C1CCS(=O)(=O)C1 (configuration not stated)
  A: 6	B: 1.0	C: 11	D: -1	E: -1	F: i	G: 3	H: -3	I: 1
structure: O=C(OCc1nnc(-c2ccc(Cl)cc2)o1)c1ccncc1
  A: -16	B: 0.8	C: -1	D: -1	E: -4	F: i	G: 0	H: 4	I: -1
structure: COc1ccccc1-n1c(C)nc(=O)c(-c2ccccc2)c1C
  A: 2	B: -0.1	C: 0	D: -3	E: -8	F: i	G: 3	H: -5	I: -10
structure: CC1Cc2ccccc2N1S(=O)(=O)c1cccc(C(=O)OCC(=O)NC2CCS(=O)(=O)C2)c1 (configuration not stated)
  A: -2	B: 0.1	C: 4	D: -2	E: -4	F: i	G: 0	H: 1	I: 0
structure: Cc1cccc(-n2ncc3c2CCCC3NC(=O)CCN2CCCCO2)c1C (configuration not stated)
  A: -2	B: -0.6	C: 0	D: -2	E: -6	F: i	G: 0	H: 4	I: 7
structure: COc1cccc(C(=O)OCC(=O)NC2CCCc3ccccc32)c1O (configuration not stated)
  A: 7	B: -0.6	C: -7	D: -3	E: 2	F: i	G: 0	H: -6	I: 0
structure: Cc1ccccc1-c1cc(C(=O)n2cccn2)c2cc(Cl)ccc2n1
  A: 3	B: 0.3	C: 11	D: -5	E: -2	F: i	G: -6	H: -3	I: -4
structure: O=C(c1ccc(C(F)(F)F)cc1)N1CCC(=O)N([C@H](COCc2ccccc2)Cc2ccccc2)CC1
  A: .	B: 0.2	C: -4	D: 6	E: 22	F: .	G: .	H: -4	I: 5
structure: COc1cccc(-c2cc(C(=O)NCC3CCCO3)c3cc(Br)cc(C)c3n2)c1 (configuration not stated)
  A: 8	B: -0.7	C: -1	D: -2	E: 23	F: i	G: -10	H: -5	I: -4
structure: O=C(Nc1ccc(N2CCN(C(=O)c3cccs3)CC2)cc1)c1cccnc1
  A: -11	B: 0.2	C: -5	D: -3	E: -2	F: i	G: 2	H: -13	I: 4

An excerpt of these results, with two lines to a compound:
Values run as follows: MLLE-PAM2 inh	MsrA inhibitor	MT1-MMP act inh	MsrA act	FAS TE block	Rpn11 block	Rin1 Abl inh	CSN inh	eLon inh
- Nc1nc(NCCc2ccccc2)nc(NCc2ccccc2)c1[N+](=O)[O-]
  5	0.6	-2	1	31	i	-1	2	-6
- Cc1nccn1CC(O)COc1ccccc1 (configuration not stated)
  8	0.3	3	3	-3	i	1	-4	-7
- CN1C2=C(C(=O)CC(C)(C)C2)C(c2cccs2)C2=C1CC(C)(C)CC2=O
  5	0.6	-4	-4	2	i	-1	2	3
- Cc1nc2ccccc2n1CC(=O)N1CC(=O)Nc2ccccc21
  2	0.6	5	-12	-9	i	2	0	-12
- Cc1ccc2nc(-c3ccccn3)cc(C(=O)NCCc3ccc(F)cc3)c2c1
  1	2.4	1	-5	5	i	1	5	8
- CCN(CC)CCCNC(=O)CCc1c(C)n(CC)c2cc(-c3ccccc3OC)nn2c1=O
  6	0.8	2	-3	-6	i	0	5	-1
- CC(=O)NCc1ccc(S(=O)(=O)NC(C)CCc2ccccc2)cc1 (configuration not stated)
  -1	0.4	2	-3	-3	i	1	3	2
- CCC(NC(=S)NCc1ccc(F)cc1)c1ccccc1 (configuration not stated)
  -50	1.3	-1	-9	8	i	1	3	6
- Nc1c(-c2ccc(Cl)cc2)cnn1C1CCS(=O)(=O)C1 (configuration not stated)
  6	1.0	11	-1	-1	i	3	-3	1
- O=C(OCc1nnc(-c2ccc(Cl)cc2)o1)c1ccncc1
  -16	0.8	-1	-1	-4	i	0	4	-1

High-throughput results as filed in PubChem.
